Source: PubChem (National Center for Advancing Translational Sciences (NCATS))
Mm-Cpn inhibitor – M. maripaludis TRiC chaperonin inhibition; purified Mm-Cpn ATPase, ADP Transcreener TR-FRET; Potency, µM (doses to about 76.9 µM), for the others: at the top dose activity, negative = inhibition, usual class: inhibitors; 330,000 tested, 0.031% active; AID 504842; also: potency is read from the fitted curve at half-maximal effect; % is scaled to controls: 0 for no effect and ±100 for the full control effect; nearly all actives have a fitted effect of over 80% in size
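Quantitative HTS used 25 nM Mm-CPN and 10 uM ATP in magnesium/KCl Tris buffer, pH 7.4, with 1 mM DTT. Hydrolysis ran 30 min at 37°C; ADP was read by HTRF.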
PLK1 PBD block – PLK1 (human) polo-box domain binding inhibition; P53350; 360,000 tested, 2.8% active; Potency, µM, for inactives: max response, negative = inhibition, usual class: inhibitors; Plk1 PBD binding of FITC phosphopeptide, fluorescence polarization; AID 720504; also: potency is read from the fitted curve at half-maximal effect; series mostly up to about 57 µM; % is scaled to controls: 0 for no effect and ±100 for the full control effect; nearly all actives have a fitted effect of over 65% in size
CCT chaperon mod – modulators of cytosolic chaperonin (CCT/TRiC) activity; purified chaperonin ATPase assay, HTRF ADP detection, 30 min; activity change, % (no concentration beside the values), hits read low; 360,000 tested, 0.3% active; AID 651819; in the data active = activity change below about -30%; also: % is scaled to controls: 0 for no effect and ±100 for the full control effect
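We incubate TRiC, 40 or 20 nM final, with library compounds at 76 uM and 10 uM ATP for 30 min at 37 °C. ADP formed is detected with Transcreener HTRF reagents after 30 min at room temperature.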
PI5P4K alpha inh – blocks human PI5P4K alpha kinase activity | PI5P4Kalpha enzyme, ADP-Glo luminescence, 60 min; hits give low values | max response, % | 330,000 tested, 1.2% active; active = max response of -50% or lower; inconclusive = between -30% and -50%; inactive = -30% or higher; also: value at the top dose of about 77 µM; % is scaled to controls: 0 for no effect and ±100 for the full control effect
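Controls without substrate or without enzyme flank wells where PI5P4Kalpha converts substrate using 5 microM ATP (final). Incubation lasts 60 minutes at room temperature; ADP formed is read by ADP-Glo luminescence.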
EPAC1 antagonist – antagonists of human EPAC1. EPAC1 GEF assay, Rap1b-BODIPY-GDP exchange fluorescence. 360,000 tested, 0.14% active. O95398. Potency, µM (doses to about 115 µM), without a hit: top-dose activity change, negative = inhibition, hits mostly inhibitors;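 also: potency is read from the fitted curve at half-maximal effect; plate controls were vehicle for no effect and positive control for full effect; nearly all actives have a fitted effect of over 50% in size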
Target sequence (O95398 whole entry, looked up): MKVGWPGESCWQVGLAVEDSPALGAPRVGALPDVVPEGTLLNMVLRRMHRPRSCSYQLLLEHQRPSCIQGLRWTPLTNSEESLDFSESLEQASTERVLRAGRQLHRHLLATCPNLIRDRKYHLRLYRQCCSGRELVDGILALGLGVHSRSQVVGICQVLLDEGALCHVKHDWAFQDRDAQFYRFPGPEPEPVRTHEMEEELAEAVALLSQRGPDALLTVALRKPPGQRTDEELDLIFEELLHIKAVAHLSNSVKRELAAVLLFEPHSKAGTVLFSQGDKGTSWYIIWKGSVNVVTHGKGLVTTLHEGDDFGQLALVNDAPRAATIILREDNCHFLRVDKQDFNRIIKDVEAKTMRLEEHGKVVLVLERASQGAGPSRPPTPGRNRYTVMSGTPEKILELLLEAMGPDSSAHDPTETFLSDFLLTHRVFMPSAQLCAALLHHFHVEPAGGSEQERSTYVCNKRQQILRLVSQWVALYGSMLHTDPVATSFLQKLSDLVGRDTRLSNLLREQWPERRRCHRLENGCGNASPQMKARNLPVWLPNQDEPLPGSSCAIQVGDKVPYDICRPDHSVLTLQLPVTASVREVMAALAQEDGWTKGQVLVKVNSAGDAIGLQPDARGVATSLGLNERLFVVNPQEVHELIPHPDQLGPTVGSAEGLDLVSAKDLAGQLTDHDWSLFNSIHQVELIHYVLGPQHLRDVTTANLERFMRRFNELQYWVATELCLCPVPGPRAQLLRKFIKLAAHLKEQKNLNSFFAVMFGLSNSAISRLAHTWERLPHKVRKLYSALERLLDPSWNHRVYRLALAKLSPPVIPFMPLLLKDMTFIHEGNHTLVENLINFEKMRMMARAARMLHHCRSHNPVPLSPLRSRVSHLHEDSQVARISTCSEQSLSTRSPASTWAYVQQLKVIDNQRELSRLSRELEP
EPAC1 ag – activates human EPAC1 exchange factor; EPAC1 agonist qHTS, biochemical assay; response scale: 100% = response to 6.5 mM cAMP; Potency, µM (highest dose often 154 µM), for inactives: top-dose activation, actives largely listed as activators; 360,000 tested, 0.073% active; AID 720707; also: potency is read from the fitted curve at half-maximal effect; nearly all actives have a fitted effect of over 60% in size
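Normalized to 6.5 mM cAMP, activity reflects EPAC1-catalysed release of BODIPY-GDP from Rap1B, followed kinetically over 30 min at 480 nm excitation, 540 nm emission. Reaction contained 100 nM EPAC1, 250 nM Rap1B-BODIPY-GDP, 50 uM GDP.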
EPAC2 antagonist – antagonists of human EPAC2; Q8WZA2; EPAC2 GEF exchange of Rap1B-BODIPY-GDP, fluorescence; Potency, µM (top dose mostly 114 µM), without a hit: top-dose activity, negative = inhibition, usual class: inhibitors; 360,000 tested, 0.18% active; AID 720708; also: potency is read from the fitted curve at half-maximal effect; % is scaled to controls: 0 for no effect and ±100 for the full control effect; nearly all actives have a fitted effect of over 45% in size; many of its hits are not listed in these tables
WRN inhibitor – blocks human WRN helicase. Q14191. WRN helicase unwinding, fluorescent forked duplex, kinetic. Potency, µM (doses to about 114 µM), for the others: at the highest dose activity change, negative = inhibition, actives largely listed as inhibitors. 360,000 tested, 0.46% active. AID 651768; also: potency is read from the fitted curve at half-maximal effect; % is scaled to controls: 0 for no effect and ±100 for the full control effect; nearly all actives have a fitted effect of over 55% in size
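WRN at 20 nM final was preincubated with compound for 15 min at room temperature; reaction started with 100 nM forked duplex oligonucleotide carrying fluorophore and quencher plus 2 mM ATP (final). Unwinding followed kinetically by red fluorescence (ex 525/em 598 nm).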
* marks the source's active call; other numbers are inactive results; ? = inconclusive; / = no result given; & = joins results of further samples; [ ] = dose if it differs, or a comment. Unless noted, calls follow the shape of the dose curve; as a rule, active = well fitted curve in the direction sought with a large enough effect; inconclusive = small, poorly fitted or top-dose-only effect, or another doubt; inactive = no such curve, though single readings can be large; an effect the other way counts as inactive or inconclusive. Some of the compounds tested; count on the stated rates, not on these rows.

SMILES	Mm-Cpn inhibitor	PLK1 PBD block	CCT chaperon mod	PI5P4K alpha inh	EPAC1 antagonist	EPAC1 ag	EPAC2 antagonist	WRN inhibitor
Fc1ccc(N2CCN(Cc3cnc(N4CCOCC4)s3)CC2)cc1	3%	3%	-1.8	3	-19%	7%	-1%	-17%
CCCCCCCCOC1OC(CO)C(O)C(O)C1NC(C)=O (stereo not drawn)	1%	?	2.1	5	11%	-3%	18%	-20%
COC(=O)c1cc(C(=O)Nc2ccc(S(N)(=O)=O)cc2)cc([N+](=O)[O-])c1	1%	5%	-0.1	-1	-6%	7%	-6%	-1%[57.1 µM]
Cc1ccc(-n2nnnc2-c2cnc3ccc(Cl)cc3c2-c2ccccc2)cc1	0%	-11%	1.0	-1	-2%	14%	-4%	4%
COc1ccc(CC(=O)N2CCN(c3cccc(C)c3C)CC2)cc1	3%	-17%	-0.4	0	-25%	3%	-26%	-3%
Cc1ccccc1S(=O)(=O)N1CCN(C)CC1	1%	-9%	-5.4	1	3%	10%	-2%	-28%
CCN(CC)CCN(C(=O)CCS(=O)(=O)c1ccccc1)c1nc2cc(C)cc(C)c2s1	0%	-13%	1.0	3	-24%	-15%	43%[activator]	0%
CN(CCCC1CCCC1)C(=O)c1cc(COc2c(F)cccc2F)on1	4%	-2%	-5.7	11	-8%	0%	-6%	-24%
Cc1cc(C)cc(NC(=O)C2CCN(S(C)(=O)=O)CC2)c1	0%	-10%	1.6	-5	3%	-6%	9%	5%
COc1cccc(-c2cc(C(F)(F)F)c(C#N)c(=O)[nH]2)c1	-6%	24µM*	-3.1	-25	4%	-11%	-21%	-12%
Cc1cc(C)n(-c2nnc(N3CCN(c4ccc(F)cc4)CC3)nn2)n1	0%	-10%	0.9	2	-3%	2%	8%	10%
COc1ccccc1NC(=S)N1CCNC(=O)C1CC(=O)Nc1cccc(C)c1 (stereo not drawn)	2%	-3%	0.2	8	15%	-7%	-6%	7%
COCCn1c(COC)nc2ccccc21	0%	1%	0.4	-3	7%	11%	12%	-4%
CCOC(=O)c1c(/N=C/c2ccc(C)cc2O)sc2c1CCC2	-3%	7%	-1.0	0	-18%	-10%	-12%	-6%
Cc1ccc(-c2cc(C(F)(F)F)nc(SCC(=O)c3cccc([N+](=O)[O-])c3)n2)cc1	-1%	-11%	-2.2	/	8%	6%	-4%	-6%
CCCCN(CC(=O)NCc1ccc(F)cc1)C(=O)c1ccco1	1%	-22%	-0.9	15	-24%	0%	-3%	3%
CC(=O)OC(C(=O)NC1CCCCC1)c1ccc(C#N)cc1 (stereo not drawn)	0%	-19%	-4.2	-2	-19%	2%	4%	1%
O=C(C[C@@H]1C/C=C\C[C@H](Cc2ccc(F)cc2)C(=O)OCCNC1=O)N[C@H](CO)Cc1ccccc1	0%	-15%	-1.3	3	11%	0%	22%	-10%
CCOC(=O)N1CCN(C(=S)NC2CCCCC2)CC1	1%	1%	0.8	-5	6%	-10%	-3%	-3%
Cc1c(C=O)n(C)n(-c2ccccc2)c1=O	2%	-3%	1.8	2	16%	0%	9%	-3%
Cc1cccc(-n2c(CNC(=O)c3ccccc3)nnc2SCC(=O)Nc2nccs2)c1	0%	-6%	-2.5	7	1%	-8%	-1%	-4%
O=C(Nc1ccc(S(=O)(=O)NCc2cccnc2)cc1)c1ccco1	1%	-4%	0.4	1	11%	-5%	8%	-5%
Cc1ccc(S(=O)(=O)N2CCC(C(=O)OCC(=O)N3CCCCC3C)CC2)cc1C (stereo not drawn)	1%	4%	2.2	8	14%	-4%	20%	14%
Cc1nn(C)c(C)c1CCC(=O)NC1CC(C)(C)Cc2c1cnn2-c1ccccc1 (stereo not drawn)	1%	-1%	-2.3	-3	0%	-10%	15%	18%
O=Cc1ccc2c(c1)OCCOCCOCCOCCO2	/	-1%	-0.5	0	12%	-11%	7%	4%

Overlap with the part before: four compounds, followed by the next part.
SMILES	Mm-Cpn inhibitor	PLK1 PBD block	CCT chaperon mod	PI5P4K alpha inh	EPAC1 antagonist	EPAC1 ag	EPAC2 antagonist	WRN inhibitor
O=C(Nc1ccc(S(=O)(=O)NCc2cccnc2)cc1)c1ccco1	1%	-4%	0.4	1	11%	-5%	8%	-5%
Cc1ccc(S(=O)(=O)N2CCC(C(=O)OCC(=O)N3CCCCC3C)CC2)cc1C (stereo not drawn)	1%	4%	2.2	8	14%	-4%	20%	14%
Cc1nn(C)c(C)c1CCC(=O)NC1CC(C)(C)Cc2c1cnn2-c1ccccc1 (stereo not drawn)	1%	-1%	-2.3	-3	0%	-10%	15%	18%
O=Cc1ccc2c(c1)OCCOCCOCCOCCO2	/	-1%	-0.5	0	12%	-11%	7%	4%
CCOc1ccccc1NC(=O)CN1C(=O)C(=O)N(Cc2ccco2)C1=O	2%	-14%	-2.7	-17	12%	-1%	-3%	0%
O=[N+]([O-])c1ccc(/C([O-])=C(/C(=S)Nc2ccccc2F)[n+]2ccccc2)cc1	-1%	-25%	-6.2	-28	-21%	-4%	4%	5%
CC(=O)c1c(C)[nH]c(C(=O)N(C)CC(=O)Nc2ccc(Cl)c(C(F)(F)F)c2)c1C	1%	3%	0.0	4	-24%	-1%	-11%	1%
COc1cccc(CC2(CO)CCCN(Cc3[nH]c4ccc(C)cc4c3C)C2)c1 (stereo not drawn)	-1%	-16%	-0.8	8	-24%	-8%	-21%	-14%
COc1ccc(C(=O)NC2CCCCCCC2)cc1OC	/	-17%	-1.8	-3	-13%	0%	2%	-27%
CC(C)N(Cc1nc(-c2ccc(Cl)cc2)no1)C(=O)c1cccs1	-1%	1%	-1.8	/	-7%	19%	-1%	-13%
C/C(=N/NC(=O)CCC(=O)Nc1ccc(Br)cc1)c1ccc(Br)cc1	-1%	3%	-3.6	-4	2%	-6%	9%	11%
O=C1CCCC(O)=C1N=Nc1c(Cl)cc(Cl)cc1Cl	-3%	0%	-0.1	1	-9%	0%	8%	-6%
Cc1ccc(C(=O)N2CCN(C(=O)c3ccc(C)cc3)C2)cc1	0%	-8%	-0.1	0	4%	9%	-4%	-6%
CC(C)C[C@@H]1O[C@H](CCc2ccccc2)CC2=C1C(=O)OC(C)(C)O2	/	5%&1%	-0.1&0.7	18&21	-16%&-20%	-13%&-7%	-26%&-17%	-6%&-5%
O=C(NC(=S)Nc1ccccc1O)c1ccc(-c2ccc(Cl)cc2)o1	-1%	?	0.1	3	-25%	-1%	-11%	-19%
COCCCN1C(=O)C(O)=C(C(=O)c2ccco2)C1c1ccc(Br)cc1 (stereo not drawn)	-5%	-19%	-3.8	-10	-5%	2%	4%	-5%
O=C(C(=O)N1CCCc2ccccc21)c1c[nH]c2ccccc12	0%	-8%	0.6	/	-6%	5%	1%	-3%
O=C(O)C1CCCCC1C(=O)NCCCCc1ccccc1 (stereo not drawn)	2%	-5%	-6.4	-3	-2%	10%	2%	-1%
Cc1ccc(NC(=O)CCNC(=O)c2ccc(Cl)cc2)cc1F	0%	-4%	-8.0	6	4%	-4%	1%	0%
NCCCC[C@H]1CN=C(N)N1CCCCC1CCCCC1	/	4%	0.5	7	17%	-1%	11%	-7%
C[C@H](CO)N1C[C@H](C)[C@@H](CN(C)Cc2ccncc2)Oc2c(NC(=O)C3CC3)cccc2C1=O	-2%	3%	0.9	-1	3%	9%	-4%	-1%
O=C(Nc1cccc([N+](=O)[O-])c1)c1ccncc1	0%	4%	0.9	5	-3%	-8%	-1%	0%[57.1 µM]
Cc1ccc(-c2csc(N(CC3CCCO3)C(=O)c3ccco3)n2)cc1 (stereo not drawn)	-13%	-10%	-0.4	22	7%	2%	?	-11%
CN1CCC(=O)N([C@H](CO)c2ccccc2)CC1	1%	-21%	0.7	-2	-3%	2%	1%	2%
CCOc1ccc(C(=O)NC2CC(C)(C)NC(C)(C)C2)cc1	-3%	-2%	-0.2	4	7%	12%	8%	1%
COCCCNC(=S)N(CCN(C)C)Cc1cc2cc3c(cc2[nH]c1=O)OCCO3	-7%	-8%	-1.0	2	-2%	-1%	6%	-21%
C(=NN1CCCCCC1)c1ccccc1	/	6%	-1.5	9	-5%	0%	25%	1%
O=S1(=O)CCN(Cc2ccccn2)CC1	0%	4%	0.5	-2	-13%	-2%	-12%	1%
COC(=O)c1ccc2nc(-c3cccc(Br)c3)c(CC3CCCCC3)n2c1	/	3%	0.2	8	0%	4%	?	-2%
(listing goes on)
SMILES	Mm-Cpn inhibitor	PLK1 PBD block	CCT chaperon mod	PI5P4K alpha inh	EPAC1 antagonist	EPAC1 ag	EPAC2 antagonist	WRN inhibitor
O=C(CNS(=O)(=O)c1ccccc1)N/N=C/c1ccncc1	1%	-12%	-1.2	-7	-15%	-1%	3%	4%
O=C(N/N=C/c1c[nH]c2ccccc12)c1ccc(Br)cc1	1%	-10%	-1.1	?	-15%	8%	-15%	-16%
O=C(c1ccc(O)cc1)c1ccc(Cl)cc1	1%	-12%	-1.2	-11	-7%	9%	1%	1%
Cc1ccc(NS(=O)(=O)c2cc(NC(=O)c3ccc4c(c3)NC(=O)CS4)ccc2C)c(C)c1	-5%	9.5µM*	1.7	-18	2%	7%	-17%	?
CC(C)(C)c1ccc(C(=O)c2c[nH]c(C(=O)NCc3cccs3)c2)cc1	0%	-11%	-2.0	-11	11%	5%	-7%	5%
COc1ccc(CCC(=O)OCC(=O)Nc2ccc(OC)c(OC)c2)cc1OC	1%	-3%	1.7	-4	-5%	0%	-11%	-1%
COc1cc(Cl)ccc1OCc1cc(C(=O)N2C[C@]3(C)C[C@H]2CC(C)(C)C3)no1	6%	-1%	-0.6	17	-7%	-8%	-8%	-27%
O=C(COC(=O)c1ccc(-c2ccc([N+](=O)[O-])cc2)o1)NC(=O)NC12CC3CC(CC(C3)C1)C2	-2%	0%	3.0	?	-2%	-9%	-2%	-15%
Cn1c(NC(=O)c2ccc(Cl)s2)cc(=O)n(C)c1=O	0%	-3%	-0.4	0	3%	-1%	17%	12%
COc1cc2c(cc1OC)CN(C(=S)Nc1ccc(C)cc1C)CC2	2%	-1%	1.2	15	1%	0%	1%	-9%
Cc1ccc(SCC(=O)Nc2cccnc2)cc1	/	-14%	-3.0	5	-6%	1%	0%[57.1 µM]	4%
Cc1ccc(NS(=O)(=O)c2cc(N)ccc2Cl)c(C)c1	2%	24µM*	-1.1	-1	2%	5%	-14%	0%
CCc1nc2oc3ccccc3c(=O)c2c(=O)n1Cc1ccccc1	-1%	-3%	-4.4	-4	-5%	3%	-2%	-8%
Cc1nc2ccccn2c1C(=O)N/N=C/c1ccccc1[N+](=O)[O-]	1%	-21%	-0.1	/	20%	-2%	19%	-14%
Cc1csc(NC(=O)Cc2c[nH]c3ccccc23)n1	1%	-3%	-0.7	3	5%	12%	3%	5%
